Compound activity (PubChem)
D1 ag – human D1 receptor agonism; P21728; HEK293 T-REx D1 cells, calcium flux, agonist mode; activation, % at 2 µM; 360,000 tested, 1% active; AID 504660; also: 0% is about no effect
Target sequence (P21728 whole entry, looked up): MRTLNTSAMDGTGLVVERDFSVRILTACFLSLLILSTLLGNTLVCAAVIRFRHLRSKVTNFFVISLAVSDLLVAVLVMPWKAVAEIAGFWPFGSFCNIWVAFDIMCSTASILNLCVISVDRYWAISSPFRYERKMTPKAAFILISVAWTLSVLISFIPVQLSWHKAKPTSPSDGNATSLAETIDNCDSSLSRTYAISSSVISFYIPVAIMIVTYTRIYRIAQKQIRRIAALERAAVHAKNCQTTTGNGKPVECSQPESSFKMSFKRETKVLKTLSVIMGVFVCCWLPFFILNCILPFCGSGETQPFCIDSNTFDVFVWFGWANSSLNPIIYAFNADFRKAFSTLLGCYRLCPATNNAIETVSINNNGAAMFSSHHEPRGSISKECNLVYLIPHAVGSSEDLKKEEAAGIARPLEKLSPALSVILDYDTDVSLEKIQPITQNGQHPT
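Tetracycline-induced HEK293 TREx D1 cells, force-coupled to calcium signalling, were dye-loaded with a no-wash calcium kit. Compound was pin-added after a 10 s baseline. Fluorescence was read kinetically at 1 cycle/s for 180 s, with calcium rises flagged as agonism.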
TRHR ag – TRH receptor (human) agonism; P34981; TRHR cells, calcium flux fluo-8, FDSS agonist mode; activation, % at 2 µM; 360,000 tested, 0.18% active; also: 0% is about no effect
Target sequence (P34981 whole entry, looked up): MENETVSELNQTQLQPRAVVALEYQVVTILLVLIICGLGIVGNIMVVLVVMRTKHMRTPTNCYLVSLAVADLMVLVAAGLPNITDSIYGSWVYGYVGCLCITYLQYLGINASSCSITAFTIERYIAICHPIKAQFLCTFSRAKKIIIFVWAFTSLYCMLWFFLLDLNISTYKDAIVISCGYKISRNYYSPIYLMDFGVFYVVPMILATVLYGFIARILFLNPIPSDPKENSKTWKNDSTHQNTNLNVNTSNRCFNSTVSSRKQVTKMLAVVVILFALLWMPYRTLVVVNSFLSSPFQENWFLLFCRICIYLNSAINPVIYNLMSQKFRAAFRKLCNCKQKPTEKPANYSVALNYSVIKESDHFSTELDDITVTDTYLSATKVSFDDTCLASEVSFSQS
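TRHR-expressing cells, plated overnight in medium with 10% serum, were loaded with fluo-8 calcium dye at room temperature. After a 10 s baseline, library compound was pin-added and calcium release was recorded kinetically (ex 480/em 530) as agonist response.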
TRHR enhancer – TRH receptor (human) allosteric enhancement; 360,000 tested, 0.66% active; P34981; AID 493056; TRHR cells, fluo-8 calcium fluorescence, EC20 TRH enhancement; enhancement, % at 2 µM; in the data active = enhancement above about 30%; also: 0% is about no effect
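TRHR-expressing cells loaded with fluo-8 calcium dye were read kinetically (ex 480/em 530) during compound addition, then stimulated with an EC20 of TRH (10 nM final). Enhancement of the Gq-mediated intracellular calcium response was scored.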
D1 PAM – enhances dopamine response at the human D1 receptor | P21728 | HEK293 TREx D1 cells, calcium flux, dopamine EC20 potentiation | potentiation, % at 10 µM | 360,000 tested, 0.036% active; in the data active = potentiation above about 30%; also: 0% is about no effect
D2 PAM – D2 dopamine receptor (human) potentiation | P14416 | HEK293 T-REx D2, calcium flux, EC20 dopamine potentiation | potentiation, % at 10 µM | 340,000 tested, 0.34% active | AID 485347;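 active = potentiation over 3 SD above the plate norm, cut at about 30% in these data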; also: 0% is about no effect
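Using a no-wash calcium dye in inducible, force-coupled HEK293 Trex cells expressing D2, we tracked fluorescence each second for 180 s after compound, then for 180 s after EC20 dopamine to detect augmented signalling.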
D2 ag – D2 dopamine receptor (human) agonism. activation, % at 2 µM. 340,000 tested, 0.53% active. AID 485358. P14416. HEK293 T-REx D2 cells, calcium flux agonist mode;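 active = activation over 3 SD above normal in the single-dose calcium agonist read, cut at about 30% in these data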; also: 0% is about no effect
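Tetracycline-induced HEK293 Trex cells with D2 receptor force-coupled to calcium signaling, plated overnight at 30 C and loaded with no-wash calcium dye. Calcium flux read kinetically for 180 s after compound addition; responses flag agonists.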
D2 antag – antagonists of human D2 dopamine receptor; 340,000 tested, 2% active; inhibition, % at 10 µM; P14416; AID 485344; HEK293 TREx D2 cells, calcium flux, dopamine EC80; in the data active = inhibition above about 30%; also: 0% is about no effect
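Tetracycline-induced HEK293 TREx cells expressing D2 receptor forced-coupled to calcium signalling, loaded with no-wash calcium dye. Compounds added and calcium flux read 180 s, then dopamine added at EC80 and read a further 180 s.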
D1 antagonist – human D1 dopamine receptor antagonism. activity change, negative = inhibition, % at 10 µM. HEK293 TREx D1 cells, calcium flux, dopamine EC80; stronger effect = lower value. AID 504652. P21728. 360,000 tested, 3.2% active; in the data active = activity change below about -30%; also: % is scaled to controls: 0 for no effect and ±100 for the full control effect
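Antagonism measured as reduced calcium response to an EC80 dopamine addition following 180 s compound pre-read; cells were inducible HEK293 Trex D1 plated overnight at 30 C, read kinetically at 1 cycle/sec.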
RXFP1 antag – antagonists of human relaxin receptor RXFP1 | HEK293-RXFP1, relaxin-stimulated cAMP HTRF, 30 min; stronger effect = lower value | activity change, negative = inhibition, % at 57.5 µM | 350,000 tested, 0.59% active | AID 1259400;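 active = activity change of -60% or lower, but not beyond a set lower limit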; also: % is scaled to controls: 0 for no effect and ±100 for the full control effect
* = called active by the depositor; . = no result given. Rule as the data show it, unless noted: active = activation above about 30%; inactive = the rest. No enrichment for hits; about 7.3% have a hit in one of these screens.

SMILES | D1 ag | TRHR ag | TRHR enhancer | D1 PAM | D2 PAM | D2 ag | D2 antag | D1 antagonist | RXFP1 antag
CCc1ccccc1N1C(=O)C2CC(C)=C(C)CC2C1=O (stereo unspecified) | 1 | 0.1 | -8 | 3 | -3 | 0.1 | -5 | -14 | -17
COC(=O)c1c(NC(=O)/C=C/C(=O)O)sc(C)c1-c1ccc(C)cc1 | 1 | 0.4 | -11 | -5 | 9 | -0.1 | 6 | 8 | 3
Cc1ccc(S(=O)(=O)N(C)c2ccc(OCC(=O)O)cc2)cc1 | 2 | 0.7 | 2 | 1 | -1 | -0.2 | -6 | 6 | -2
Cc1cc(NC(=O)c2cc(-c3ccc(Br)cc3)on2)no1 | 3 | -0.2 | 1 | -1 | 2 | 0.8 | -18 | 19 | -25
CCCC(=O)n1nc(-c2ccco2)nc1N | 10 | 0.2 | 4 | -1 | -1 | -0.2 | 0 | -7 | 15
CCOC(=O)Cc1csc(NC(=O)CCNS(=O)(=O)c2ccc3c(c2)CCC(=O)N3)n1 | 0 | 0.1 | -1 | -1 | -4 | -0.2 | 13 | 4 | -3
COCCn1c(C)cc(C(=O)CSc2ncn[nH]2)c1C | 1 | 0.1 | 7 | 2 | 3 | 0.4 | -1 | 4 | 7
Cc1cccc(-c2nnc(SCc3cc(=O)c4cccc(Cl)c4[nH]3)n2C)c1 | 2 | -0.6 | 10 | -1 | . | -0.8 | . | 15 | -5
CCOC(=O)COn1c(=O)c(-c2ccc(OC)cc2)[n+]([O-])c2ccccc21 | 6 | 0.0 | 0 | -3 | -1 | 0.9 | 16 | -8 | -6
CCc1cc2c(=O)c(-c3nc4ccccc4n3C)c(C)oc2c(CN2CCOCC2)c1O | 2 | -0.1 | 2 | 0 | -5 | 0.6 | -21 | 2 | -19
COc1ccc(CCNC(=O)CSc2nc(-c3ccc(OC)c(OC)c3)ccc2C#N)cc1 | 3 | -0.2 | 1 | -2 | -7 | 0.1 | 3 | -20 | 10
Cc1ccc(C(=O)NCCSC2CCCCC2)cc1S(=O)(=O)Nc1ccccc1 | 3 | 0.7 | -3 | -3 | 6 | 0.1 | -13 | 7 | 12
CCOC(=O)N1CCN(CCC(=O)Nc2cccc(F)c2)CC1 | 7 | -2.1 | 8 | 0 | 8 | -2.0 | . | -1 | -7
Cc1ccc(-c2nn(-c3ccccc3)cc2/C=C(\C#N)c2cccc(C#N)c2)o1 | 2 | 0.7 | 2 | -8 | -8 | . | . | -17 | -6
CCN(Cc1ccncc1)C(=O)CCc1nnc(CCc2ccc(OC)cc2)o1 | 1 | 2.9 | -7 | -4 | 3 | -0.2 | 2 | 3 | 2

A portion taken from the entries so far, as a working copy:
SMILES | D1 ag | TRHR ag | TRHR enhancer | D1 PAM | D2 PAM | D2 ag | D2 antag | D1 antagonist | RXFP1 antag
CCc1ccccc1N1C(=O)C2CC(C)=C(C)CC2C1=O (stereo unspecified) | 1 | 0.1 | -8 | 3 | -3 | 0.1 | -5 | -14 | -17
COC(=O)c1c(NC(=O)/C=C/C(=O)O)sc(C)c1-c1ccc(C)cc1 | 1 | 0.4 | -11 | -5 | 9 | -0.1 | 6 | 8 | 3
Cc1ccc(S(=O)(=O)N(C)c2ccc(OCC(=O)O)cc2)cc1 | 2 | 0.7 | 2 | 1 | -1 | -0.2 | -6 | 6 | -2
Cc1cc(NC(=O)c2cc(-c3ccc(Br)cc3)on2)no1 | 3 | -0.2 | 1 | -1 | 2 | 0.8 | -18 | 19 | -25

(listing goes on)
SMILES | D1 ag | TRHR ag | TRHR enhancer | D1 PAM | D2 PAM | D2 ag | D2 antag | D1 antagonist | RXFP1 antag
CS(=O)(=O)N1CCN(c2ccccc2NC(=O)Cc2ccccc2)CC1 | -1 | 0.2 | 5 | -1 | 3 | -1.2 | 3 | -1 | -1
CCN(CC)S(=O)(=O)c1cc(NC(=O)COc2ccc(C#N)cc2OC)ccc1C | 4 | -0.4 | -4 | 5 | . | . | . | 3 | 16
O=C(NCC1CCCO1)C1CCN(S(=O)(=O)c2ccccc2)CC1 (stereo unspecified) | 3 | 0.4 | -3 | -3 | -7 | -0.6 | 6 | 0 | -21
O=C(CCCCCN1C(=O)c2ccccc2C1=O)Oc1ccc2c3c(c(=O)oc2c1)CCC3 | 3 | 1.4 | 2 | -9 | -4 | 1.4 | 12 | 6 | .
CCOC(=O)c1nnn(CC(=O)Nc2cccc(F)c2)c1C(=O)OCC | 6 | -0.8 | -7 | -3 | -5 | -1.7 | 12 | -27 | 3
CCOc1ccccc1NC(=O)C1C2C=CC(C2)C1C(=O)O (stereo unspecified) | 2 | 0.0 | 1 | -3 | -4 | -0.5 | 3 | -7 | 5
O=C(CCSCc1ccccc1F)N1CCN(c2ccccn2)CC1 | 2 | -0.1 | -8 | -1 | -1 | -0.2 | -9 | 3 | -9
COc1ccccc1Nc1nc2nonc2[nH]c1=O | 1 | -0.4 | 1 | 0 | 7 | -1.4 | 3 | -11 | -9
CCOc1ccccc1/C=N/N1CCN(Cc2ccccc2)CC1 | -3 | -0.1 | 1 | 12 | 6 | -1.8 | 12 | 34 | 2
COc1ccc(CCNC(=O)c2cc3c(=O)n(C)c4cc(Cl)ccc4c3s2)cc1OC | -2 | -0.9 | 7 | 4 | 0 | 0.4 | . | -5 | .
Cc1ccc(S(=O)(=O)N2CCCc3cc(NS(=O)(=O)c4ccc(F)cc4)ccc32)cc1 | 5 | -0.6 | -1 | -1 | 2 | -2.2 | . | -5 | -2
Cc1ccc(NC(=O)c2oc3ccccc3c2NC(=O)c2ccc3c(c2)OCO3)cc1 | 4 | 1.7 | -7 | -7 | -2 | 1.1 | 13 | -1 | -7
COc1cccc2c(SCC(=O)N/N=C/c3ccc(O)c(O)c3)cc(C)nc12 | 1 | -0.2 | -2 | -9 | 8 | -0.4 | 18 | -16 | -5
O=C(NCc1cccc(Cl)c1)C1CCN(C(=O)c2sccc2-n2cccc2)CC1 | 0 | 0.0 | -1 | 0 | -2 | -0.5 | . | -2 | -13
CC(=O)C1=NN(c2ccc(Cl)cc2)C(c2ccc3c(c2)OCO3)N(C(C)=O)N1C (stereo unspecified) | 4 | 0.4 | 6 | 1 | -2 | 0.3 | -19 | 8 | -2

Looked up by compound from the entries so far:
SMILES | D1 ag | TRHR ag | TRHR enhancer | D1 PAM | D2 PAM | D2 ag | D2 antag | D1 antagonist | RXFP1 antag
O=C(NCC1CCCO1)C1CCN(S(=O)(=O)c2ccccc2)CC1 (stereo unspecified) | 3 | 0.4 | -3 | -3 | -7 | -0.6 | 6 | 0 | -21
COCCn1c(C)cc(C(=O)CSc2ncn[nH]2)c1C | 1 | 0.1 | 7 | 2 | 3 | 0.4 | -1 | 4 | 7

Profiles as entered above:
Results for `Cc1ccc(NC(=O)c2oc3ccccc3c2NC(=O)c2ccc3c(c2)OCO3)cc1` → D1 ag = 4; TRHR ag = 1.7; TRHR enhancer = -7; D1 PAM = -7; D2 PAM = -2; D2 ag = 1.1; D2 antag = 13; D1 antagonist = -1; RXFP1 antag = -7
Results for `COc1ccccc1Nc1nc2nonc2[nH]c1=O` → D1 ag = 1; TRHR ag = -0.4; TRHR enhancer = 1; D1 PAM = 0; D2 PAM = 7; D2 ag = -1.4; D2 antag = 3; D1 antagonist = -11; RXFP1 antag = -9
Results for `O=C(NCc1cccc(Cl)c1)C1CCN(C(=O)c2sccc2-n2cccc2)CC1` → D1 ag = 0; TRHR ag = 0.0; TRHR enhancer = -1; D1 PAM = 0; D2 PAM = -2; D2 ag = -0.5; D2 antag = .; D1 antagonist = -2; RXFP1 antag = -13

New compounds follow
SMILES | D1 ag | TRHR ag | TRHR enhancer | D1 PAM | D2 PAM | D2 ag | D2 antag | D1 antagonist | RXFP1 antag
COc1cccc(NC(=O)CN(C)C(C)C(=O)N2CCCC2)c1 (stereo unspecified) | 2 | 0.7 | 0 | -8 | -3 | -0.3 | -1 | -3 | -7
COc1cc(NC(=O)c2ccccc2F)ccc1NC(=O)c1ccccc1Cl | 3 | -2.5 | -1 | -1 | 1 | 2.8 | -3 | -9 | 4
O=C(O)C1C2CCC(O2)C1C(=O)Nc1ccc(F)cc1 (stereo unspecified) | 3 | 0.4 | -6 | 3 | 4 | 0.6 | -4 | -3 | -19
CC1=C(C(=O)Nc2ccccc2C(F)(F)F)C(c2ccc(C)s2)NC(=S)N1 (stereo unspecified) | 3 | -0.2 | -10 | 0 | 1 | 0.0 | 2 | -8 | 2
COC(=O)C(Cc1csc2ccc(Cl)cc12)NC(=O)c1ccc(Cl)cc1 (stereo unspecified) | 13 | -0.3 | -13 | 0 | -8 | 0.5 | 6 | 4 | -68*
CCN(CC(=O)Nc1c(F)cccc1F)C(=O)c1cc(C)nc2ccccc12 | 3 | 0.4 | 4 | 5 | -4 | 0.8 | 27 | 22 | -6
CCCC(CCC(=O)OC)(C(=O)OCC)c1csc(N)n1 (stereo unspecified) | 1 | 0.1 | -2 | -2 | -5 | 0.2 | 20 | -7 | 0
CCOC1(OCC)N=C(N)C2(C#N)C(c3ccc(NC(C)=O)cc3)C12C#N (stereo unspecified) | 3 | 0.0 | -4 | 0 | -7 | 0.1 | 7 | 0 | .
CCN(CC)c1cc(C)c(C#N)c2nc3ccccc3n12 | 3 | -0.6 | -5 | -5 | 10 | -1.4 | -5 | 6 | 4
Cc1cc(C)c2nc3nc(C)cc(C)c3c(N)c2c1 | 31* | 26 | -1 | -9 | -1 | 12 | 0 | -1 | 5
C=C(C)[C@@H]1CC=C(CN2CCC(CCOC)(C(=O)OCC)CC2)CC1 | 0 | 0.4 | 15 | -7 | 0 | -0.2 | -7 | -17 | -13
CCN1CCN(C(CNS(=O)(=O)c2ccc(OC)c(C)c2)c2cccnc2)CC1 (stereo unspecified) | 2 | 0.9 | 2 | -3 | 2 | -0.4 | -9 | 15 | 6
CC(=O)c1cccc(OC(=O)C2=CC=CN3CCS(=O)(=O)N=C23)c1 | 2 | 1.3 | -9 | -4 | -2 | 0.1 | -6 | 17 | -4
Cc1ccc(Oc2ccc(-c3nc(N)nc(N)n3)cc2)cc1 | 2 | 0.3 | 4 | -3 | 8 | -0.1 | 6 | 7 | -24
Cc1cc(F)ccc1S(=O)(=O)N1CCCOC1CNC(=O)C(=O)NCCCN1CCOCC1 (stereo unspecified) | 2 | 0.8 | 1 | 2 | -7 | 32* | 20 | 2 | -7
CN1C(=O)C(O)(C2OC(C)(C)CCC2=O)c2ccccc21 (stereo unspecified) | 2 | 0.0 | 8 | -7 | -18 | -1.2 | -15 | -7 | -8
Cn1c(/C(C#N)=C/c2ccncc2)nc2ccccc21 | 2 | -0.4 | -4 | 4 | . | . | . | 16 | 2
O=C(O)c1ccc(CSc2nnc(-c3cccnc3)n2-c2ccc(Br)cc2)cc1 | 0 | 0.2 | -3 | -4 | 5 | 0.5 | 2 | 4 | -17
C=CCN(C(=O)CCC(=O)Nc1cc(C)on1)C(C(=O)NC1CCCC1)c1ccc(OC)cc1OC (stereo unspecified) | 0 | -0.4 | -1 | -6 | -8 | 0.0 | 11 | -9 | 13
COc1ccccc1OCC(O)CN1CCOCC1 (stereo unspecified) | 2 | 0.7 | 3 | -1 | 7 | 0.2 | 3 | 2 | -1
S=c1[nH]nc(-c2ccccc2)c2ccccc12 | 2 | -0.4 | 0 | -1 | -5 | -1.7 | -11 | -28 | -84*
